Screens: PubChem, several laboratories
OX1R antag-1: blocks the human orexin 1 receptor. O43613. OX1R-expressing cells, FRET antagonist read-out. inhibition, % at 6.6 µM. 330,000 tested, 1.8% active. AID 485270; in the data active means inhibition mostly above about 38%, no sharp cut-off; inactive means mostly below about 40%;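 further: 0% = agonist challenge alone and 100% = reference antagonist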
Target sequence (O43613 whole entry, looked up): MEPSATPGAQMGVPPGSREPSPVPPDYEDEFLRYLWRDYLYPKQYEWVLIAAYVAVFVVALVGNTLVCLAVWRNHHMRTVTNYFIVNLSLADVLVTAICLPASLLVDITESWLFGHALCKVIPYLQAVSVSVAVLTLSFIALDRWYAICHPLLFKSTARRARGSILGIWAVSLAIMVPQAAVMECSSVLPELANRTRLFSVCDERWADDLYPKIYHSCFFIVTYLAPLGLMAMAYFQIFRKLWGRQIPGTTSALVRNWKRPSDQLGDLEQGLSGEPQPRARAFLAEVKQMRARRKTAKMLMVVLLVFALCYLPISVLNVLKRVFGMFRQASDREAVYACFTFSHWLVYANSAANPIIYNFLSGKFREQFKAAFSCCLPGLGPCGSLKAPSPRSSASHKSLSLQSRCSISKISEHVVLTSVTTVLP
CHT PAM: allosterically activates the human high affinity choline transporter. CHT-expressing cells, membrane potential dye, choline EC20; hits give high values; LV-AA mutant CHT in HEK293 cells. B-score at 10 µM. 310,000 tested, 0.49% active. AID 488977;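 active means initial fluorescence not abnormally high and integrated response B-score, plate-corrected, over 3 SD above library mean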
Target sequence (Q9GZV3 whole entry, looked up): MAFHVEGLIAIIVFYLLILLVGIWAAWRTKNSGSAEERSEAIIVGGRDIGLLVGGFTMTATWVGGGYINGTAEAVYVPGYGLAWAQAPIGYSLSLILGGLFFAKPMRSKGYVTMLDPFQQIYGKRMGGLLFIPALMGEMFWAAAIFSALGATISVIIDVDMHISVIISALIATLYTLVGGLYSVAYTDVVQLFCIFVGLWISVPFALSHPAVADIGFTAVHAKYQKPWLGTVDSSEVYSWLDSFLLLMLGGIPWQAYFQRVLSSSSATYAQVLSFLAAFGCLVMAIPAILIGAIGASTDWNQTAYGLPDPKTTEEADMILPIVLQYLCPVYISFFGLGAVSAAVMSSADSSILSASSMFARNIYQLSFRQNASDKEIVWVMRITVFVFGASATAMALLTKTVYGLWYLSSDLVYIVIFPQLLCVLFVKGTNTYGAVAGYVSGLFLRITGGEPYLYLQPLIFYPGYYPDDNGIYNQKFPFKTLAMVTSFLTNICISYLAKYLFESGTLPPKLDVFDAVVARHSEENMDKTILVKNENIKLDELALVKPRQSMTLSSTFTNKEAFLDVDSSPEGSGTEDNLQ
OX1R antag-2: antagonists of human orexin 1 receptor; inhibition, % at 5 µM; O43613; AID 434989; 330,000 tested, 0.43% active; CHO/OX1R cells, Fluo-8 calcium fluorescence, orexin A;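 active means inhibition above its plate's threshold, mean inhibition of all tested compounds on the plate plus 3 SD, cut at about 37% in these data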;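 further: 0% = orexin A challenge wells and 100% = SB-334867-A antagonist wells; not every result past the cut was called active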
The depositor's hits bear a star; i = inactive; x = no result given; & = joins results of further samples; ! = repeats disagree.

Order of values – OX1R antag-1, CHT PAM, OX1R antag-2
COc1ccc(CNC(=O)CSc2nc3ccccc3n2C(C)=O)cc1
 : 17.7, i, -12.5
C/C(=N\NC(=O)c1nnn(-c2nonc2N)c1CN(C)c1ccccc1)c1ccccn1
 : 39.5, i, -0.5
CC(O)CNc1nc2c(c(=O)n(Cc3ccc(Cl)cc3)c(=O)n2C)n1C (centres undefined)
 : 9.7, i, -21.8
Cc1cc(=O)oc2cc(Nc3ccccc3)ccc12
 : 13.4, i, -9.3
COc1ccc(N(CC(=O)Nc2ccc(C)cn2)S(=O)(=O)c2c(C)noc2C)cc1
 : 12.7, 6.59*, -28.3
COc1ccc(C(C)=O)cc1CSc1nnc(C)s1
 : 0.5, i, -6.6
O=C(c1cccc(S(=O)(=O)Nc2ccccc2Cl)c1)N1CCN(C(=O)c2ccco2)CC1
 : 8.8, i, -21.7
COc1cc(S(=O)(=O)N2CCC(O)(c3cccc(C(F)(F)F)c3)CC2)ccc1-n1cnnn1
 : 8.1, i, 7.4
Cc1cc(C)c2c(c1)C1C=CCC1C(c1ccc(S(=O)(=O)N3CCOCC3)cc1)N2 (centres undefined)
 : -1.4, i, 6.2
COc1cccc(-c2nn(-c3ccccc3)cc2C(=O)n2nnc3ccccc32)c1
 : 5.5, i, -8.4
CC1CN(C(=O)c2ccccc2C(=O)c2ncc[nH]2)CC(C)O1 (centres undefined)
 : 4.5, i, -8.4
Nc1nc2n(n1)C(c1ccco1)CC(c1ccc(Cl)cc1)N2 (centres undefined)
 : 7.9, i, -6.2
O=C(NC1CCCCC1)N1CCN(C2CCCCC2)CC1
 : 4.4, i, -16.8
CN(c1ccccc1C(=O)Nc1ccc2c(c1)OCO2)S(C)(=O)=O
 : 2.9, i, -8.0
COc1cccc(NC(=O)CCSc2ccc(C)cc2)c1
 : 4.0, i, -13.6
CC1CCC(NC(=O)c2ccc3c(c2)OCO3)CC1 (centres undefined)
 : 25.8, i, -27.4
CCc1ccc2nc(NC(=O)c3ccc(N4C(=O)CCC4=O)cc3)sc2c1
 : 5.8, i, -2.0
COc1ccc(-c2ccc(=O)n(CC(=O)NC3CCc4ccccc43)n2)cc1OC (centres undefined)
 : 25.9, i, -39.1
CCc1cccc(CC)c1NC(=O)CCCSc1nc2ccccc2s1
 : 21.3, i, -30.5
Cc1cc(SCC(=O)c2ccccc2)nc(SCC(=O)c2ccccc2)n1
 : 36.0, i, -9.5
COC(=O)[C@H](C)NC(=O)NC1CCCc2ccccc21 (some centres undefined)
 : 4.2, i, 61.5*
Nc1nnc(SCC(=O)Nc2ccc(F)c(Cl)c2)n1-c1ccccc1
 : 16.2, i, -0.8
O=c1oc2ccccc2cc1-c1ccccc1
 : 20.3, i, -0.1
CNC(=O)c1cnc(-c2ccccc2)nc1-c1ccccc1
 : 5.9, i, -15.5
CCOC(=O)N1CCN(C(=O)Cn2nc(C)c3sc4ccccc4c3c2=O)CC1
 : 14.8, i, -28.0
Clc1ccc(C(c2ccccc2)N2CCN(c3ccccn3)CC2)cc1 (centres undefined)
 : 12.6, i, -24.3
Cc1cccc2c1cnn2C(=O)CCC(=O)NCc1ccc(F)cc1
 : 17.2, i, 49.7*
CSc1nnc(CCCCCCCCc2nnc(SC)o2)o1
 : 0.1, i, -19.5
Cc1ccc(C)c(Cn2nc(-c3cc(C)ccc3C)ccc2=O)c1
 : -4.8, i, -20.0
CC(Sc1cccc[n+]1[O-])C(=O)NC1CCCCC1C (centres undefined)
 : 4.2, x, -15.1
Cc1nonc1OCCNCc1c(C(=O)N(C)C)nc2ccc(Cl)cn12
 : 2.9, i, -10.7
O=C(COC(=O)/C=C/c1cccc([N+](=O)[O-])c1)NCCCN1CCCC1=O
 : 55.9, i, -8.5
Cc1cc(-c2ccc(C(C)C)c(S(=O)(=O)N3CCN(c4ccccn4)CC3)c2)on1
 : 13.3, i, -22.0
O=C(NCc1cccnc1)/C(=C/c1ccccc1)NC(=O)c1ccccc1
 : 13.4, i, -41.2
COc1ccc2oc3ccc(OC)cc3c(=O)c2c1
 : 61.7*, i, -28.2
O=C(SCC(O)C(O)CS)c1cccs1 (centres undefined)
 : 29.6, i, -10.8
Cc1sc2ncn(CC(=O)N3CCCCC3)c(=O)c2c1C
 : 14.0, i, -21.8
COc1ccccc1/C=N/NC(=O)C1=NNC(c2ccccc2)(c2ccccc2)C1
 : 19.7, i, -25.0
O=C(NCc1ccccc1CN1CCCC1)c1ccc(Cl)c(N2CCCC2=O)c1
 : 1.2, x, -22.3
CCCOc1ccc(N2C(=O)CC(N3CCN(C(=O)c4ccco4)CC3)C2=O)cc1 (centres undefined)
 : 2.6, i, -14.5
Cc1ccc(NC(=O)CN2C(=O)S/C(=C\c3cc(C)n(C)c3C)C2=O)cc1
 : 27.0, i, 8.0
Cc1ccccc1-n1c2nc(=O)n(C)c(=O)c-2cc2ccccc21
 : 64.6*, i, -16.4
O=C(O)CC(NC(=O)CC(c1ccccc1)c1ccccc1)c1cccc([N+](=O)[O-])c1 (centres undefined)
 : 0.0, i, -17.1
O=C(CNC(=S)NC(=O)C1CCCCC1)c1ccccc1
 : 12.3, i, -12.3
CN(CC(=O)Nc1cccc([N+](=O)[O-])c1)S(=O)(=O)c1ccccc1
 : 22.0, i, -21.3
Cc1ccc(CN(C)S(=O)(=O)c2c(C)noc2/C=C/N(C)C)cc1
 : 6.4, i, -28.4
CN1C(=O)N(CC(=O)Nc2nccs2)C(=O)C12CCCCC2
 : 5.1, x, -16.7
CCOC(=O)C1=C(C)N=c2s/c(=C\c3ccc(OCC(=O)O)cc3)c(=O)n2C1c1ccccc1 (centres undefined)
 : 7.3, i, -9.7
O=C(CCn1cnnn1)N1CCCC(Nc2ccc(F)cc2)C1 (centres undefined)
 : 21.9, i, -13.8
O=C1CCCC2=C1C1(CCCCC1)N=C(Nc1nc3ccccc3s1)N2
 : 8.4, i, -3.3

In the list so far, 3 have a thiophene ring, fused or not:
Order of values – OX1R antag-1, CHT PAM, OX1R antag-2
CCOC(=O)N1CCN(C(=O)Cn2nc(C)c3sc4ccccc4c3c2=O)CC1
 : 14.8, i, -28.0
O=C(SCC(O)C(O)CS)c1cccs1 (centres undefined)
 : 29.6, i, -10.8
Cc1sc2ncn(CC(=O)N3CCCCC3)c(=O)c2c1C
 : 14.0, i, -21.8

Another view of some results above.
Compound: CCOC(=O)C1=C(C)N=c2s/c(=C\c3ccc(OCC(=O)O)cc3)c(=O)n2C1c1ccccc1 (centres undefined)
  OX1R antag-1: 7.3
  CHT PAM: i
  OX1R antag-2: -9.7
Compound: O=C1CCCC2=C1C1(CCCCC1)N=C(Nc1nc3ccccc3s1)N2
  OX1R antag-1: 8.4
  CHT PAM: i
  OX1R antag-2: -3.3

The results go on:
Order of values – OX1R antag-1, CHT PAM, OX1R antag-2
COc1ccc(NS(=O)(=O)c2ccc(O)c(C(=O)OCC(=O)NC3CCCCC3)c2)cc1
 : 6.0, i, -26.1
CSc1nnc(-c2sc3cc(C(F)(F)F)cnc3c2-c2ccccc2)n1C
 : 13.4, i, -22.5
Cc1ccc(NC(=S)N(Cc2ccc(Br)cc2)Cc2ccc(C(=O)O)cc2)cc1C
 : 39.6, i, 8.9
CC(=O)NS(=O)(=O)c1cccnc1Nc1cccc(Cl)c1
 : 6.7, i, -0.7
COC(=O)c1sc(S(=O)(=O)Nc2ccc(Br)cc2)c(C(=O)OC)c1C
 : 21.6, i, -17.0
COCC(C)(C)COS(N)(=O)=O
 : 10.4, i, -20.3
CCc1ccc(NC(=O)Cn2c(=O)n(CCC(=O)NC3CCN(Cc4ccccc4)CC3)c(=O)c3ccccc32)cc1
 : 5.0, i, -19.3
COc1ccccc1-n1c(-c2ccccc2)c[n+]2c1CCc1ccccc1-2
 : 20.8&7.1, 11.3*!, -25.0&-8.5
CC1Cc2ccccc2N1C(=O)CN1CCc2ccccc2C1 (centres undefined)
 : 21.9, i, -18.6
Cc1ccc(S(=O)(=O)N2CCN(C(=O)CCC(=O)OCC(=O)Nc3cccc(C#N)c3)CC2)cc1
 : 11.7, i, -25.6
CC1(c2ccccc2)CC(C)(C)N2C(=O)/C(=C3\SC(=S)NC3=O)c3cccc1c32 (centres undefined)
 : 12.7, i, 0.3
O=C(NCCS(=O)(=O)NCc1ccccc1)c1ccc2c(c1)OCO2
 : 0.3, i, -1.7
C/C(=N/NC(=O)Cc1cccn1C)c1ccccc1
 : 9.6, i, -0.9
CCN(c1ccccc1)S(=O)(=O)c1nnc(NC(=O)c2ccco2)s1
 : 16.4, i, 4.0
CCC(=O)N1CCN(c2ccc(OC)cc2[N+](=O)[O-])CC1
 : 37.1, i, -1.0
O=[N+]([O-])c1ccc(C(=Nc2cccc3ccccc23)N2CCOCC2)cc1
 : 10.3, i, -8.8
C#CCOCCOCCOCCNc1nc(N2CCN(C(=O)[C@H]([C@@H](C)CC)n3cc([C@@H](N)CO)nn3)CC2)nc(N2CCN(C(=O)[C@H](Cc3ccc(O)cc3)n3cc([C@@H](N)C(C)CC)nn3)CC2)n1 (some centres undefined)
 : 20.2, i, -6.7
COc1cc(C2c3sc(=O)[nH]c3SC3C4CCC(C4)C23)ccc1O (centres undefined)
 : 12.4, i, -16.8
COc1cccc(-c2sc3ccccc3c2-c2ccc(OCCN3CCCCC3)cc2)c1
 : 7.3, x, 15.2
O=C(NCC(=O)N(Cc1ccco1)C(C(=O)NC1CCCCC1)c1cccnc1)c1ccco1 (centres undefined)
 : 15.2, i, -11.1

Further entries
SMILES	OX1R antag-1	CHT PAM	OX1R antag-2
COc1ccc(OCC(O)CN2CCCCC2)cc1 (centres undefined)	-1.2	i	-4.1
CCOCCOC(=O)c1[nH]c2c(c1C)C(=O)CC(c1ccc(N(C)C)cc1)C2 (centres undefined)	18.6	i	-10.5
CCN(CC)c1ccc2c(C)cc(=O)oc2c1	5.5	x	-30.2
Cc1ccc(-c2nnc(SCC(=O)N/N=C/c3ccccc3C(=O)O)n2-c2ccc(Cl)cc2)cc1	8.8	i	-22.7
CCn1c(=O)c(C(=O)CN2c3ccccc3CC2C)c(N)n(Cc2ccccc2)c1=O (centres undefined)	15.0	i	-3.1
CN(C)Cc1nnnn1-c1cccc(-n2nnnc2CN(C)C)c1	12.4	i	-22.0
Nc1ccc(S(=O)(=O)Nc2ccc(C(=O)c3ccccc3)cc2)cc1	6.3	i	-3.4
CCN1CCN(C(=O)C2CCCN(S(=O)(=O)c3cc(Cl)ccc3Cl)C2)CC1 (centres undefined)	8.3	i	-17.4
Cn1cnc2cc(NC(=O)c3cccs3)ccc21	9.3	i	-0.3
COc1ccc(N2CCN(C(=O)c3ccc(CNS(=O)(=O)c4cccc(OC)c4)cc3)CC2)cc1	1.4	i	-5.7
CCCCCCC(=O)N/N=C/c1ccc(Br)cc1	5.1	i	-17.7
Cc1ccc(NC(=O)CCSCCc2ccccn2)cc1	3.6	i	-11.5
Cc1n[nH]c(=S)n1-c1ccccc1	0.0	i	10.2
Cc1nc2ccc([N+](=O)[O-])cc2c(=O)n1Cc1cccc(Br)c1	28.2	i	-15.4
Cc1ccc(N2CC(NC(=O)C3CC3)CC2=O)cc1 (centres undefined)	6.4	i	-13.8
O=C(Nc1cccc(NC(=O)c2ccccc2Cl)c1)c1cccs1	40.6	i	-25.2
CC1=NN(C(C#N)c2ccc([N+](=O)[O-])cc2)C(C)(C)C1 (centres undefined)	33.2	i	-28.7
O=C(Nc1cccc(F)c1)c1ccccc1	8.3	i	-6.2
Cc1ccc(C(=O)CNc2cccc([N+](=O)[O-])c2)cc1	53.5	i	7.4
CC(C)CN(C(=O)COC(=O)CCCc1nc2ccccc2s1)c1c(N)n(Cc2ccccc2)c(=O)[nH]c1=O	13.6	i	-45.0
COc1cc(C(=O)Nc2nc3ccc4nc(C)sc4c3s2)cc(OC)c1OC	3.1	i	-28.3
CCN(CC)CCn1c2ccc(F)cc2c2nc(C)sc21	13.7	i	-28.9
C#CCOCCOCCOCCNc1nc(N2CCN(C(=O)CCCCCCCCCCNC(=O)Cn3cc(CCCCCN)nn3)CC2)nc(N2CCN(C(=O)CCCCCCCCCCNC(=O)[C@@H](CCC(=O)O)n3cc(CCCCCN)nn3)CC2)n1	-13.9	i	-19.2
Cc1sc(NC(=O)C2CCCCC2)c(C#N)c1-c1ccccc1	53.1	i	-44.2
COC(=O)C(=O)C/C(=N/Nc1ncnc2ccccc12)c1ccc(Cl)cc1	27.9	i	-34.0
C=CCCCCCCCCc1nc(SCC(C)=O)n[nH]1	12.9	i	-4.6
O=[N+]([O-])c1ccccc1S(=O)(=O)N1CCN(Cc2cc3c(cc2O)OCO3)CC1	24.1	i	-16.2
O=C(COC(=O)c1ccccc1F)Nc1cc(S(=O)(=O)N2CCOCC2)ccc1N1CCCC1	10.7	i	-8.3
NC(=O)c1ccc(NC(=O)COc2ccc([N+](=O)[O-])cc2Cl)cc1	11.7	i	11.7
O=C(Nc1ccccc1)C1CCN(S(=O)(=O)c2ccc3c(c2)OCCO3)CC1	10.1	i	-13.5
Cc1ccc(CNC(=O)Cn2cccc2)cc1	-1.5	i	-1.4
COc1ccccc1C(=O)Nc1nnc(-c2ccc(Cl)cc2)o1	18.9	i	-15.4
COc1ccc(-c2nnn(CC(=O)NC(=O)NC3CCCCC3)n2)cc1OC	-2.0	x	4.8
